BCLXL inh: Bcl-xL (human) inhibition; Q07817; GST-Bcl-xL / FITC-Bim BH3 peptide fluorescence polarization; inhibition, % at 10.9 µM; actives 0.7% (n = 320,000);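 active = inhibition above the mean of all tested compounds plus 3 SD, cutoff set per campaign, cut at about 30% in these data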;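 note: 0% = DMSO wells and 100% = unlabeled Bim-BH3 peptide competitor; inhibitors lower millipolarization by displacing the labeled peptide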
Target sequence (Q07817 whole entry, looked up): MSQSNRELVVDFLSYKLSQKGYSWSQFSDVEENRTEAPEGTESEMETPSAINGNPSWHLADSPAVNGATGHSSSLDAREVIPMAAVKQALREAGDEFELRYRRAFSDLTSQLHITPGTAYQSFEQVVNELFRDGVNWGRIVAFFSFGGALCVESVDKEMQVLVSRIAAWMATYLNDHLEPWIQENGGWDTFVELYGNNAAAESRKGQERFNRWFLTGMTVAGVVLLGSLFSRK
MCL1 BIM primary: inhibitors of human MCL1 binding to BIM-BH3 peptide | actives 0.68% (n = 320,000) | GST-MCL1 / FITC-Bim-BH3 fluorescence polarization | inhibition, % at 10.9 µM | Q07820;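 active = inhibition above the mean inhibition of all tested compounds plus 3 SD, set per campaign, cut at about 40% in these data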;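 note: 0% = DMSO wells and 100% = unlabeled Bim-BH3 peptide control; higher means more loss of mP so more displacement of Bim peptide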
ZTA DNA inh: blocks Epstein-Barr virus ZTA, an EBNA-1 counter-screen. P03206. ZTA-DNA binding, fluorescence polarization. inhibition, % at 11 µM. actives 0.15% (n = 320,000). AID 2234; in the data active = inhibition above about 33%
Target sequence (P03206 whole entry, looked up): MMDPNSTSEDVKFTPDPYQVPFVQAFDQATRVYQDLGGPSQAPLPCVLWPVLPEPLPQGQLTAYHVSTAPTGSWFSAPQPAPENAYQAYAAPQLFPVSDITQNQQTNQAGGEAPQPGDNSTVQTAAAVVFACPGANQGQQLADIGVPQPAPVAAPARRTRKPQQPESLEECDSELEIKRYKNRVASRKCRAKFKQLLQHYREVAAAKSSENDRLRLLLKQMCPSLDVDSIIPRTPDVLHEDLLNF
GLD-1 TGE inh: GLD-1-TGE RNA interaction inhibition (C. elegans); purified GLD-1 + fluorescein TGE RNA, fluorescence polarization; inhibition, % at 5.96 µM; actives 0.44% (n = 320,000); AID 2280;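 active = percent inhibition above a per-plate cutoff, the plate mean of test compounds plus 3 SD, cut at about 30% in these data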;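 note: 0% = DMSO wells with GLD-1 and probe and 100% = wells lacking GLD-1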
Target sequence (Q17339 whole entry, looked up): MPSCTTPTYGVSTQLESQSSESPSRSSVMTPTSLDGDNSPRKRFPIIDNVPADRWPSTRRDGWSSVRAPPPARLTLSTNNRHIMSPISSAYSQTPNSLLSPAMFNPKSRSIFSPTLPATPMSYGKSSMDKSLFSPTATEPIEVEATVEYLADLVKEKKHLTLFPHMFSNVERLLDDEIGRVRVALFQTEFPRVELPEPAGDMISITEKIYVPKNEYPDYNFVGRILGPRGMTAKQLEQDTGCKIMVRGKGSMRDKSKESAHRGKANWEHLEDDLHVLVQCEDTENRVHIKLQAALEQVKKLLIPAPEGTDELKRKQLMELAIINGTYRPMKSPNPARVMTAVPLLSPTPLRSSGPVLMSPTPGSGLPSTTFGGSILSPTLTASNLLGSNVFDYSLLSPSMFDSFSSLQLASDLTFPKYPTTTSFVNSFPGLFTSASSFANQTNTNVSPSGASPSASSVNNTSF
MEX-5 binding: C. elegans MEX-5 TCR-2 RNA binding activity. Q9XUB2. MEX-5/FITC-TCR2 RNA binding, fluorescence polarization; hits give low values. activity score (negative = inhibition of binding), % at 10 µM. actives 0.38% (n = 300,000);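 active = inhibition past about -25% in most replicates, and total fluorescence under double the plate's negative control median, limit read from the data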;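 note: 0% = DMSO and -100% = 5 µM competing unlabeled TCR2 RNA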
Fam108B inh: Fam108B inhibition, counter-screen for RBBP9 inhibitors; recombinant Fam108B, FP-Rh probe fluorescence polarization; inhibition, % at 9.51 µM; actives 0.33% (n = 300,000);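 active = inhibition above the screen mean inhibition plus 3 SD, computed separately per campaign, cut at about 18% in these data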;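 note: inhibitors lower polarization as less probe binds the enzyme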
Yeast superoxide: yeast age-related superoxide inhibition as caloric restriction mimetic | superoxide response (% of plate mean), % at 10 µM | actives 0.18% (n = 330,000) | S. cerevisiae aged cells, superoxide DHE fluorescence; hits give low values | AID 2690;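 active = superoxide response under a set limit, about three screen SD below normal, cut at about 65% in these data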;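 note: yeast aged for seven days with compound at 30 °C before DHE staining; 100% = average MFI of all compound-treated wells on the plate with controls excluded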
EBNA-1 inhibitor: blocks EBNA-1 binding to DNA. EBNA-1 DNA binding, fluorescence polarization. inhibition, % at 14.8 µM. actives 0.34% (n = 300,000); in the data active = inhibition above about 28%
Efflux pump inh: blocks antifungal efflux pumps in multiplex yeast assay. S. cerevisiae Candida pump triplex, Nile Red efflux. inhibition, % at 10 µM. actives 0.44% (n = 330,000);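 active = plate passing quality check with inhibition over a set limit, or well fluorescence over plate mean plus 4 SD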;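 note: Nile Red retained in pooled yeast measured as flow cytometry median fluorescence; 0% = buffer negative control and 100% = Enniatin B positive control; higher means more Nile Red kept so more efflux inhibition; some compounds called inactive have numbers as strong as hits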
* = called active by the depositor; / = not tested or not shown.

Each structure is followed by: BCLXL inh	MCL1 BIM primary	ZTA DNA inh	GLD-1 TGE inh	MEX-5 binding	Fam108B inh	Yeast superoxide	EBNA-1 inhibitor	Efflux pump inh
> CCN1C(=O)N/C(=C/c2cc(C)n(Cc3ccccc3)c2C)C1=O
    7	3	14	-1	-1.4	3	104	-7	0.1
> COc1ccc(C(=O)NC2=NCCS2)cc1
    0	4	-4	1	0.1	4	99	-3	-0.2
> Cc1cc(C)c(S(=O)(=O)N2CCC(C(N)=O)CC2)cc1C
    4	9	-17	10	0.0	-2	93	-1	-0.1
> COc1cccc(-c2csc(N3CCN(C(=O)Nc4ccc(Cl)cc4)CC3)n2)c1
    3	1	8	1	1.6	-2	102	0	0.0
> Cc1cccc(NS(=O)(=O)c2ccc3oc(=O)ccc3c2)c1C
    3	14	5	9	-1.5	0	83	-2	0.1
> Cn1c(SCC(=O)NCC2CCCO2)ncc(C(=O)Nc2ccc(Cl)cc2)c1=O (configuration not stated)
    6	5	-6	-1	-6.0	-6	98	-16	0.2
> CN(C)CCCN(C(=O)c1cc2cc([N+](=O)[O-])ccc2s1)c1nc2cc3c(cc2s1)OCCO3
    7	-2	-1	-2	-0.5	1	94	4	0.7
> O=C1c2ccc(Oc3cccc([N+](=O)[O-])c3)cc2C(=O)N1c1ccccn1
    10	5	-9	-1	2.7	-3	100	-2	0.1
> CCOC(=O)C1(CC2CCCCO2)CCN(C(=O)Nc2ccc(C(=O)OC)cc2)CC1 (configuration not stated)
    2	-1	-34	1	1.3	-2	100	-7	0.0
> Nn1c(Cc2cccc3ccccc23)nnc1SCc1c(Cl)cccc1Cl
    -2	-1	4	-3	0.4	-4	94	3	0.0
> CCOC(=O)N1CCN(Cc2ccccc2F)CC1
    2	-3	2	11	0.3	4	103	-1	0.2
> Cc1ccccc1-n1nc(C)c2c(C(=O)NN)cc(-c3ccncc3)nc21
    -6	-6	-1	4	1.1	-6	108	-3	0.2
> CCn1c(COc2ccc3c(c2)OCO3)nnc1SCC(=O)O
    0	-11	9	-3	-2.1	1	106	6	0.0
> CCOc1ccc2nc(NC(=O)CSc3nnnn3C3CCCCC3)sc2c1
    6	6	3	9	-1.9	4	85	11	-0.1
> CN(C)C(=O)c1cc(C(=O)c2ccc(F)cc2C(F)(F)F)c[nH]1
    -3	-11	-19	-5	-1.2	-4	112	-17	0.4
> CCOC(=O)c1cc(C#N)c(C)nc1N(CC)CC
    4	6	5	10	0.1	0	111	-6	0.0
> COc1cc(C(=O)OCCN2CCCCC2)ccc1O
    5	6	-2	3	-0.6	-4	100	-29	0.6
> COc1ccc(C(C(=O)NC(C)(C)C)N(C(=O)Cn2nnc3ccccc32)c2cccc(C(C)=O)c2)cc1O (configuration not stated)
    4	12	-14	7	2.3	-3	109	-15	-0.1
> CCn1cc(CN2CCC(n3nccc3NC(=O)Cc3ccccc3)CC2)c(C)n1
    -1	4	-15	1	-2.9	-1	96	-5	0.0
> O=C(Nc1ccc(Br)cc1)C1CCN(C(=O)c2ccco2)CC1
    5	5	3	2	-3.5	-2	87	2	-0.3
> CC(C)(C)NC(=O)Cn1c(SCC(=O)NCc2cccs2)nc2ccccc21
    5	11	2	-3	-3.0	-1	107	-4	0.1
> COc1cc(S(=O)(=O)N2CCCCC2)ccc1NC(=O)c1ccncc1
    2	0	4	-2	1.2	-2	98	-7	0.1
> CCS(=O)(=O)Nc1cccc(C2=NN(C(C)=O)C(c3cccs3)C2)c1 (configuration not stated)
    -4	3	7	-1	0.8	-3	120	-12	0.5
> COc1cc(NC(=O)CN2c3cccc4cccc(c34)S2(=O)=O)cc(OC)c1OC
    6	2	-2	-4	1.3	10	102	1	0.0
> O=C(/C=C1\NC2(CCCC2)Cc2ccccc21)C(=O)N/N=C/c1ccc(O)c(O)c1
    4	42*	-2	-5	-4.5	11	98	13	-1.4
> COc1ccccc1NC(=O)CNC(=O)Cn1cnc2sc(C)c(C)c2c1=O
    -4	2	1	1	1.0	-1	95	-10	0.0
> Cc1cc(Cl)cc(C)c1OCCNCc1ccccc1
    10	9	-7	6	-1.1	-1	97	-9	-0.1
> Cc1ccc2[nH]c3c(c2c1)CCC3=O
    2	2	-2	3	-0.1	3	90	0	-0.1
> COc1ccc(OC)c(NC(=O)CSc2nc3ccccc3c(=O)n2CC2CCCO2)c1 (configuration not stated)
    2	7	7	7	0.5	1	97	-11	-0.1
> COc1cc2c(cc1NC(=O)Cc1ccc(C)cc1)oc1ccccc12
    6	9	-24	7	-0.8	0	89	-12	0.0
> O=C(Nc1ccc(NC(=O)c2ccc(Cl)cc2Cl)cc1)c1cccs1
    -7	-11	11	9	-1.5	-3	100	17	1.3*
> O=C(NCc1ccc2c(c1)OCO2)C1CC(c2ccc(Cl)cc2)=NO1 (configuration not stated)
    4	6	18	-2	-1.0	-2	96	13	0.1
> COc1cc2c(cc1NC(=O)CCC(=O)O)oc1ccccc12
    0	10	-3	6	-0.4	-1	137	-6	0.4
> Cc1ccc(C(=O)N(CC(=O)NC2CCCCC2)c2ccccc2F)s1
    -1	-5	12	-6	1.9	-4	103	3	0.1
> COc1ccc(C2(C)NC(=O)N(CC(=O)Nc3ccc4c(c3)OCO4)C2=O)cc1OC (configuration not stated)
    5	3	12	-2	-2.2	3	104	7	-0.1
> O=C(c1ccc(S(=O)(=O)N2CCCCCC2)cc1)N(c1ccccn1)C1CCCCC1
    6	2	-4	-4	-0.9	3	93	-7	-0.2
> COc1ccc(OC)c(C2C(C#N)=C(N)Oc3cc(C)[nH]c(=O)c32)c1 (configuration not stated)
    0	2	-2	-6	-3.0	4	93	-6	0.1
> CCCCN(CCCC)CCNC(=O)CN1C(=O)COc2ccc(S(=O)(=O)N3CCC(C)CC3)cc21
    2	2	1	3	-0.8	3	101	-2	0.2
> COc1ccc2c(-c3cccnc3)cc(=O)[nH]c2c1
    5	8	8	-5	-0.3	-2	108	4	-0.1
> O=C(CNC(=S)NC(=O)c1ccco1)c1ccccc1
    5	0	-1	6	-1.7	-1	94	2	0.0

Some of the entries so far, field by field.
> Cc1ccc2[nH]c3c(c2c1)CCC3=O
  BCLXL inh: 2; MCL1 BIM primary: 2; ZTA DNA inh: -2; GLD-1 TGE inh: 3; MEX-5 binding: -0.1; Fam108B inh: 3; Yeast superoxide: 90; EBNA-1 inhibitor: 0; Efflux pump inh: -0.1

> COc1ccc(OC)c(NC(=O)CSc2nc3ccccc3c(=O)n2CC2CCCO2)c1 (configuration not stated)
  BCLXL inh: 2; MCL1 BIM primary: 7; ZTA DNA inh: 7; GLD-1 TGE inh: 7; MEX-5 binding: 0.5; Fam108B inh: 1; Yeast superoxide: 97; EBNA-1 inhibitor: -11; Efflux pump inh: -0.1

> COc1cc2c(cc1NC(=O)Cc1ccc(C)cc1)oc1ccccc12
  BCLXL inh: 6; MCL1 BIM primary: 9; ZTA DNA inh: -24; GLD-1 TGE inh: 7; MEX-5 binding: -0.8; Fam108B inh: 0; Yeast superoxide: 89; EBNA-1 inhibitor: -12; Efflux pump inh: 0.0

> O=C(Nc1ccc(NC(=O)c2ccc(Cl)cc2Cl)cc1)c1cccs1
  BCLXL inh: -7; MCL1 BIM primary: -11; ZTA DNA inh: 11; GLD-1 TGE inh: 9; MEX-5 binding: -1.5; Fam108B inh: -3; Yeast superoxide: 100; EBNA-1 inhibitor: 17; Efflux pump inh: 1.3*

More entries follow:
Structure | BCLXL inh | MCL1 BIM primary | ZTA DNA inh | GLD-1 TGE inh | MEX-5 binding | Fam108B inh | Yeast superoxide | EBNA-1 inhibitor | Efflux pump inh
CCC(C)(C)n1nnnc1C(c1cccnc1)N1CCN(c2cccc(C(F)(F)F)c2)CC1 (configuration not stated) | 6 | 5 | 0 | 2 | 2.2 | 6 | 88 | 5 | 0.1
Cc1nnc(SCCn2c(Br)nc3c2c(=O)[nH]c(=O)n3C)s1 | 1 | 6 | 6 | 2 | 1.6 | 5 | 103 | 3 | -0.2
CC(=O)N1CCN(c2nc3ccc([N+](=O)[O-])cc3s2)CC1 | 2 | -2 | -27 | -4 | -2.9 | -4 | 92 | -2 | 0.9
O=C(CC1C(=O)NCCN1C/C=C/c1ccccc1)NCCc1ccncc1 (configuration not stated) | 0 | -8 | -4 | 6 | 1.6 | -3 | 83 | 6 | 0.1
O=C(O)CC1c2ccccc2CCN1S(=O)(=O)c1cccs1 (configuration not stated) | -2 | 11 | 4 | -1 | -2.6 | -1 | 101 | 2 | 2.2*
NC1=NC(=O)/C(=C/c2cccc(-c3ccc(S(N)(=O)=O)cc3)c2)S1 | 1 | 19 | 10 | 10 | -4.5 | -13 | 95 | 4 | -0.2
Cc1cccc(NC(=O)NNC(=O)c2cc(-c3ccccc3Cl)nc3ccccc23)c1 | -5 | -6 | -12 | 2 | 2.3 | -21 | 99 | -8 | 0.4
C=C1C(C(=O)Nc2ccc(OCC)cc2)C1C(=O)Nc1ccc(OCC)cc1 (configuration not stated) | 2 | 7 | 5 | 2 | -0.8 | 0 | 116 | 5 | 0.0
CC12COC3(C(=O)Nc4ccc([N+](=O)[O-])cc4)CC1CCC32C (configuration not stated) | -3 | 3 | 1 | -10 | -0.2 | 4 | 103 | -5 | 0.2
COC(=O)c1c(N)n(-c2ccc(NC(C)=O)cc2)c2nc3ccccc3nc12 | 1 | -10 | -16 | -18 | 0.1 | -1 | 91 | 2 | -0.2
CC(=O)CCn1c(=O)n(CCC(C)=O)c(=O)n(CCC(C)=O)c1=O | 5 | 1 | -12 | 6 | / | 1 | 102 | -5 | 0.3
COc1cc(C(=O)OCC(=O)NC2CC2)ccc1OCCC(C)C | 4 | 4 | -7 | -3 | / | / | 95 | / | 0.1
CCNC(=O)CCn1nc(-c2ccc(Cl)cc2)c2ccccc2c1=O | 4 | -6 | 2 | 4 | 1.0 | 2 | 96 | 15 | -0.1
O=C(CSc1ncnc2c1sc1ccccc12)Nc1ccc(Br)cc1 | 2 | 5 | 16 | -3 | -0.5 | 2 | 114 | -3 | -0.1
CCOC(=O)[C@H](CCc1ccccc1)N[C@@H](C)C(=O)N1C(C(=O)O)C[C@@H]2CCC[C@@H]21 (some centres not stated) | -1 | -2 | -2 | 5 | / | -2 | 89 | 3 | 0.0
S=C(NCc1cccs1)Nc1cccc(Cl)c1Cl | 1 | -3 | -4 | -1 | -0.2 | -4 | 108 | -15 | 0.1
C/C=C/c1ccc(OCCCCOc2ccc(OC)cc2)c(OC)c1 | 4 | 9 | 9 | 8 | -0.1 | -1 | 98 | 3 | -0.2
CC(=O)Cc1nsc(NC(=O)c2ccc(-c3ccc(Cl)c(Cl)c3)o2)n1 | 4 | 0 | 4 | 1 | -9.3 | -4 | 115 | -14 | -0.2
O=C(CSc1ccc(-c2cccs2)nn1)N1CCCCC1 | 7 | 16 | 0 | -4 | -1.9 | 0 | 100 | 1 | -0.5
O=C(Nc1ccc(N2CCCCCC2)cc1)c1cccc(S(=O)(=O)N2CCOCC2)c1 | 5 | 15 | -6 | 7 | / | / | 99 | / | 0.3
CCC(C)[C@H](NC(=O)NCc1ccco1)C(=O)O (some centres not stated) | -1 | -4 | 6 | 2 | -0.1 | -1 | 94 | 4 | -0.1

Screening data from PubChem.
